Texas Red fluor – compounds fluorescent in Texas Red spectral region. max dye-equivalent concentration, M. Compound fluorescence, Texas Red channel, 547/618 nm; hits give high values. AID 587. 59,000 compounds, 0.06% hits; in the data active = max dye-equivalent concentration above about 10 nM; inconclusive = between about 1.1 nM and that limit
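Spectral interference profiling: each compound concentration's relative fluorescence, read with a 547 nm excitation and 618 nm emission filter pair, was normalized to a per-plate Texas Red standard curve.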
HEK293 cAMP cs – parental HEK293 cAMP activation (counter-screen); parental HEK293 CNG cAMP sensor, membrane potential fluorescence; Potency, µM (doses to about 57.1 µM), inactives show top-dose activation, hits mostly activators; 73,000 compounds, 2.5% hits; note: potency is the fitted concentration of half-maximal effect; % of control where 0% means no effect; nearly all actives have a fitted effect of over 55% in size
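Parental HEK 293 cells stably expressing a cAMP-gated CNG channel were loaded with membrane potential dye containing 100 uM RO 20-1724 for 60 min. Compound added for 30 min; depolarization read as fluorescence intensity at 590 nm.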
A350 autofl – compound fluoresces in the Alexa 350 spectral region; Compound autofluorescence, 340/450 nm, Alexa 350 dye-equivalents; hits give high values; max dye-equivalent concentration, M; 59,000 compounds, 11% hits; in the data active = max dye-equivalent concentration above about 10 nM; inconclusive = mostly about 1.1 nM to 9.6 nM
ERK AVP block – blocks ERK signaling stimulated by vasopressin; HEK293-V1b, vasopressin-stimulated pERK AlphaScreen; AID 995; Potency, µM (highest dose often 57.5 µM), for inactives: at the highest dose activity, negative = inhibition, most hits filed as inhibitors; 72,000 compounds, 0.99% hits; note: potency is the fitted concentration of half-maximal effect; % is set by controls: 0 for no effect and ±100 for the full control effect; nearly all actives have a fitted effect of over 55% in size
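HEK293 cells stably expressing V1b receptor, preincubated 30 min at 37 °C with compound, then stimulated 5 min with 25 nM vasopressin. Phospho-ERK by AlphaScreen SureFire after 5 h RT; normalized to DMSO and vasopressin; AC50 by Hill fit.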
Fluorescein fluor – compound fluoresces in the fluorescein spectral region. Compound autofluorescence, 480/540 nm, fluorescein-equivalent; hits give high values. max fluorescein-equivalent concentration, M. 59,000 compounds, 0.91% hits. AID 593; in the data active = max fluorescein-equivalent concentration above about 10 nM; inconclusive = between about 1.1 nM and that limit
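Spectral profiling of library compounds in the fluorescein window (480 nm excitation, 540 nm emission) after 15 min at room temperature in pH 8.0 Tris (100 mM). Values are dye-equivalent concentrations.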
Tau filament bind – tau filament binding. P10636. recombinant tau filaments, thioflavin S fluorescence, 15 h; filaments grown with octadecylsulfate alongside compound. Potency, µM (series often up to 57.1 µM), inactives show top-dose activity change, negative = inhibition. 71,000 compounds, 2% hits;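 note: potency is the fitted concentration of half-maximal effect; % is set by controls: 0 for no effect and ±100 for the full control effect; actives lower thioflavin S fluorescence by blocking filaments or displacing dye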
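His-tagged recombinant human tau (exons 2, 3 and 10 included), 1 uM, was induced to fibrillize by 30 uM sodium octadecylsulfate with compound present. After 15 h at 37 C, thioflavine S fluorescence (ex 450, em 510 nm) was read.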
FLuc inh – inhibitors of firefly luciferase; P08659; purified firefly luciferase, luminescence, 8 min; Potency, µM (series often up to 57.1 µM), for the others: at the highest dose activity change, negative = inhibition, most hits filed as inhibitors; 72,000 compounds, 2.2% hits; AID 411; note: potency is the fitted concentration of half-maximal effect; % is set by controls: 0 for no effect and ±100 for the full control effect; nearly all actives have a fitted effect of over 40% in size
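qHTS concentration-response profiling: light output of P. pyralis luciferase with luciferin and 10 uM ATP, imidazole buffer pH 7.2. Read by luminescence after 8-min room-temperature incubation.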
Caspase-1 inhib – blocks human caspase-1 allosterically or competitively; Caspase-1 enzyme, Ac-WEHD-AFC fluorogenic rate; Potency, µM (highest dose often 57.5 µM), inactives show at the highest dose activity change, negative = inhibition, usual class: inhibitors; 75,000 compounds, 0.03% hits; AID 900;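 note: potency is the fitted concentration of half-maximal effect; plate controls were vehicle for no effect and no substrate for full effect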
Rhodamine autofl – compound fluoresces in the rhodamine spectral region. Rhodamine-region fluorescence, 547/598 nm, Tris buffer; hits give high values. max dye-equivalent concentration, M. 59,000 compounds, 0.05% hits. AID 594; in the data active = max dye-equivalent concentration above about 11 nM; inconclusive = between about 1.1 nM and that limit
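A six-point rhodamine series on each plate calibrates the signal. Compounds sit in 100 mM Tris (pH 8.0) for 15 min at ambient temperature before imaging through 547 nm/598 nm filters.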
4MU fluor – compound fluoresces in the 4-MU spectral region; compound autofluorescence, 340/450 nm, 4-MU equivalents; hits give high values; max dye-equivalent concentration, M; AID 589; 59,000 compounds, 11% hits; in the data active = max dye-equivalent concentration above about 10 nM; inconclusive = mostly about 1.1 nM to 9.6 nM
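Compounds in 100 mM Tris, pH 8.0, sat 15 min at room temperature before fluorescence was read at 340 nm excitation/450 nm emission; a per-plate six-point 4-MU standard curve converted signals to dye-equivalent concentration at each compound concentration.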
Casp7 inh – allosteric or competitive inhibitors of human caspase-7; 75,000 compounds, 0.02% hits; Potency, µM (highest dose often 57.5 µM), without a hit: at the top dose activity change, negative = inhibition, usual class: inhibitors; P55210; recombinant caspase-7, Ac-DEVD-AFC fluorescence rate; active = well fitted inhibition curve with a large enough effect in the main read-out, with a control signal flat, not every such curve was filed as active; inconclusive = small, poorly fitted or top-dose-only effect, or a change in a side signal; note: potency is the fitted concentration of half-maximal effect; % of control where 0% means no effect
Starred values were filed as active, the others as inactive; i = inactive; u = inconclusive; x = no result given; [ ] = remark or other dose. Unless noted, calls come from the whole dose curve; as a rule, active = well fitted curve in the direction sought with a large enough effect; inconclusive = small, poorly fitted or top-dose-only effect, or another doubt; inactive = no such curve, though single readings can be large; an effect the other way counts as inactive or inconclusive. These rows are one share of the data, so the mix of outcomes need not match the whole.

SMILES	Texas Red fluor	HEK293 cAMP cs	A350 autofl	ERK AVP block	Fluorescein fluor	Tau filament bind	FLuc inh	Caspase-1 inhib	Rhodamine autofl	4MU fluor	Casp7 inh
CCn1c(=O)c(C(=O)Nc2ccccc2S(N)(=O)=O)c(O)c2ccccc21	i	18%	i	19%	u	111%	0%	1%	i	i	-1%
Cc1nnc(SCc2nnc(-c3ccc(Cl)cc3)o2)n1-c1ccccc1	i	7%	i	1%	i	-8%	-1%	0%	i	i	-4%
Cc1nonc1OCCn1nnnc1N	i	-1%	i	-21%	u	7%	3%	4%	i	i	2%
CCSc1nc2c(c(=O)n1-c1ccc(F)cc1)SCC2	i	22%	i	-29%	i	-8%	1%	0%	i	i	-3%
N#Cc1cccc(-c2cncnc2NCc2ccccc2)c1	i	u	i	5%	i	0%	1%[2.29 µM]	-2%	i	i	-3%
CCC(C)(C)n1nnnc1C(c1ccc(Cl)cc1)N1CCN(C)CC1 (stereo not given)	i	u	i	-17%	i	-9%	4%	0%	i	i	2%
C/C(N)=C(/C#N)C(=O)COc1ncnc2ccccc12	i	-17%	i	-22%	i	3%	5%	-3%	i	i	-1%
CCCCS(=O)CC(O)COc1ccc(C(C)(C)C)cc1 (stereo not given)	x	12%[11.4 µM]	x	-9%	x	-6%[11.4 µM]	-3%	-4%	x	x	-4%
CCCC(=O)NCCc1cc2ccc(C)c(C)c2[nH]c1=O	x	-6%	x	x	x	8%	3%	3%	x	x	2%
CCC[C@@H]1C[C@@]1(CCC)[C@@H](NC(=O)c1ccccc1)c1ccc(C(=O)OC)cc1	x	7.9µM*	x	23%	x	10%	x	-3%	x	x	-1%
CCCOCCOC(=O)C1=C(C)NC(=O)NC1c1cc(Cl)c(O)c(OC)c1 (stereo not given)	x	5%	x	-11%	x	9%	-2%	0%	x	x	-1%
O=c1[nH]c2cnccc2n1-c1ccccc1	i	x	i	x	i	x	0%[25.5 µM]	x	i	i	x
O=C(Cc1ccc(-c2ccccc2)cc1)NCCN1CCOCC1	i	9%	i	6%	i	-1%	-3%	0%	i	i	0%
CC(C)=C(NC(=O)c1ccco1)C(=O)NCCc1nc2ccccc2[nH]1	i	2%	i	u	u	-6%	-2%	-1%	i	i	-3%
O=C(O)CCCN1C(=O)NC2NC(=O)NC21 (stereo not given)	i	-2%	i	-2%	u	2%	2%	3%	i	i	-8%
O=C(O)c1ccc(NCc2cccnc2)cc1	u	3%	i	8%	u	15%	1%	1%	i	i	1%
Cc1c(C(=O)Nc2cccc(Cl)c2)oc2ccc(S(=O)(=O)N3CCC4(CC3)OCCO4)cc12	i	2%	i	-5%	u	-4%	3%	-2%	i	i	-2%
O=C(Nc1nc(-c2ccc3c(c2)OCO3)cs1)C1CC1	x	19%	x	x	x	0%	13µM*	-4%	x	x	-8%
CCc1[nH]c(=O)c(C#N)c2c1CSC(C)(C)C2	i	x	u	x	i	x	0%[25.5 µM]	x	i	u	x
CCOC(=O)N1CCC(NC(=O)c2ccc(CS(=O)(=O)c3ccc(OC)cc3)o2)CC1	x	11%	x	u	x	12%	2%	-1%	x	x	-3%
CCOc1cc(/C=C(/C#N)c2ccc(F)cc2)ccc1OCc1ccc(C(=O)O)o1	i	-2%	u	-16%	i	11%	-20%	-1%	i	u	-9%
COc1ccccc1OCC(=O)N1CCNC1=O	x	1%	x	10%	x	-14%	0%	-1%	x	x	-2%
CCCn1c(SCC(=O)/C(C#N)=C(\C)N)n[nH]c1=O	i	4%	i	15%	u	0%	2%	1%	i	i	-1%
CSCCC(NC(=O)c1cncc(Br)c1)C(=O)O (stereo not given)	i	9%	i	u	i	-8%	3%	-2%	i	i	-4%
CCOC(=O)C1CCCN(C(=O)c2cc(-c3ccccc3)on2)C1 (stereo not given)	i	10%	i	-14%	u	-10%	-2%	-2%	i	i	-1%
COc1cc(C(=O)N(CCc2ccccc2)C2CC3CCC(C2)N3C)cc(OC)c1OC (stereo not given)	u	6%	i	4%	i	3%	4%	2%	i	i	0%
CCOc1ccc(NC(=O)C2CSC(c3ccncc3)=N2)cc1 (stereo not given)	x	u	x	-4%	x	-14%	-24%	1%	x	x	-2%
CC(CCCC(C)(C)O)NCCO (stereo not given)	x	3%	x	-12%	x	-3%	-5%	-12%	x	x	-1%
COc1cccc(Nc2ncc3nc(C)c(=O)n(CCc4ccccc4)c3n2)c1	i	u	i	0%	i	5%	0%[11.4 µM]	u	i	i	u
COC(=O)COC(=O)c1ccc(Oc2nc(OC)nc(N(C)C)n2)cc1	x	21%	x	-11%	x	-3%	1%	1%	x	x	0%
Cc1nc2cnc(Oc3ccccc3)nc2n(CCc2ccccc2)c1=O	i	1.6µM*	i	12%	u	-2%	1%[11.4 µM]	-2%	i	i	-2%
COc1ccc(CN2C(=O)C(O)(CC(=O)c3c(C)n[nH]c3C)c3ccccc32)cc1OC (stereo not given)	i	-5%	i	-12%	i	13%	1%	0%	i	i	-1%
COc1ccc(-c2nc(C#N)c(NCC3CCCO3)o2)cc1 (stereo not given)	u	3%	1.2e-08M*	-21%	u	6%	-24%	0%	i	u	0%
CCCCCCCCCCCCC/C=C\[C@@H](O)[C@H](CO)NC(C)=O	x	9%	x	u	x	-4%	u	-5%	x	x	-7%
Cc1cccc(NC(=O)Cn2c(=O)oc3ccccc32)c1	i	3%	i	-6%	i	-2%	-1%	-1%	i	i	-2%
COCCCn1c2nc3ccccc3nc2c2c(=O)n(Cc3ccccc3Cl)cnc21	i	25µM*	2.5e-07M*	7%	i	6%	2%	-3%	i	2e-07M*	-1%
O=C(Cn1c(=O)oc2ccccc21)N1CCCCC1	i	0%	i	-4%	u	5%	1%	-2%	i	i	5%
O=C(NCCc1ccccc1)C1CCCN(C(=O)NC2CCCCC2)C1 (stereo not given)	i	0%	u	-7%	u	2%	4%	3%	i	u	-2%
O=C(Cn1c(=O)oc2ccccc21)N1CCN(c2ccccc2)CC1	u	25%	i	1%	u	-9%	0%	1%	i	i	0%
O=C(Nc1nc(-c2ccc3c(c2)OCO3)cs1)C1COc2ccccc2O1 (stereo not given)	x	u	x	x	x	61%	-4%	3%	x	x	-1%
O=C(COC(=O)c1cnccn1)c1ccccc1	i	0%	i	-17%	u	-14%	-15%	-3%	i	i	0%
COc1ccc(S(=O)(=O)N[C@@H](CC(C)C)C(=O)O)cc1	i	8%	i	-13%	i	2%	5%	3%	i	i	2%
Cc1onc(-c2ccccc2Cl)c1C(=O)N1CC(C)OC(C)C1 (stereo not given)	i	1%	i	-4%	i	1%	-1%	1%	i	i	-1%
O=C(COC(=O)c1ccccc1)NCc1ccco1	i	9%	i	0%	u	-1%	2%	1%	i	i	1%[0.00368 µM]
CCCn1c(=O)[nH]c2nc(-c3ccc(S(=O)(=O)O)cc3)[nH]c2c1=O	x	9%	x	-25%	x	u	1%	-3%	x	x	-9%
Cc1ccc(-c2noc(CSc3nnc(-c4ccccc4)n3C)n2)cc1	i	u	i	-7%	i	12%	-4%	u	i	i	-5%
COC(=O)c1c(NC(=O)CN2CCN(c3ccccc3OC)CC2)c2cc(C)ccc2n1C	i	14%	6.4e-08M*	7%	i	-1%	6%	-1%	i	4.6e-08M*	-9%
CN(C)C(=O)c1ccc(-c2nc(NCc3cccnc3)c3ccccc3n2)cc1	i	6%	i	-7%	i	-4%	-1%[2.29 µM]	0%	i	i	-2%
O=C(CSc1ccccc1)Nc1ccc(S(=O)(=O)NCC2CCCO2)cc1 (stereo not given)	i	-4%	i	2%	i	-8%	1%	0%	i	i	-1%
CC(=O)c1cccc(NC2c3ncccc3C(=O)N2Cc2ccco2)c1 (stereo not given)	i	0%	i	u	i	-7%	0%	0%	i	i	-6%
CCCCCCn1c(N(CC)CC)nc2c1c(=O)[nH]c(=O)n2C	i	21%	i	u	i	6%	4%	0%	i	i	1%
CN(CCC#N)S(=O)(=O)c1ccc2c(c1)c(=O)n(C)c(=O)n2C	i	2%	i	13%	i	-7%	2%	-2%	i	i	1%
N#Cc1ccc(CSc2ncnc3c2cnn3Cc2ccccc2)cc1	i	u	i	48%[activator]	i	175%	4%	-2%	i	i	-3%
O=C(NCc1ccco1)C(c1cccnc1)N(C(=O)Cn1nnc2ccccc21)c1ccc(F)cc1 (stereo not given)	u	4%	i	-3%	i	9%	1%	-2%	i	i	1%
COc1ccc(-c2nnc3sc(-c4ccccc4OC)nn23)cc1	i	x	i	x	u	x	0%[25.5 µM]	x	i	i	x
C1CCC2(CC1)C1=C(CCCC1)Nc1nnnn12	x	u	x	-10%	x	-3%	1%	-1%	x	x	-4%
CCOC(=O)c1ccc(NC(=O)NCc2ccn(CC)n2)cc1	i	-3%	i	-16%	u	8%	-3%	1%	i	i	-1%
COC(=O)[C@@]1(Cc2ccccc2)[C@H]2c3cc(C(=O)N4CCCC4)n(Cc4cc(F)cc5c4OCOC5)c3C[C@H]2CN1C(=O)c1ccccc1	x	2.5µM*	x	-6%	x	26%	x	-2%	x	x	-6%
